# Screening results (PubChem)
# SENP7 inh: SENP7 protease inhibition; actives 1.5% (n = 330,000); recombinant SENP7, Z-RLRGG-aminoluciferin luminescence, 40 min; inhibition, % at 5 µM; Q9BQF6; AID 434973;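 active means inhibition above about 50% at the single test dose, limit read from the data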;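 further: plate controls were DMSO with enzyme for no effect and no enzyme buffer wells for full effect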
# Target sequence (Q9BQF6 706-1050 limits assumed): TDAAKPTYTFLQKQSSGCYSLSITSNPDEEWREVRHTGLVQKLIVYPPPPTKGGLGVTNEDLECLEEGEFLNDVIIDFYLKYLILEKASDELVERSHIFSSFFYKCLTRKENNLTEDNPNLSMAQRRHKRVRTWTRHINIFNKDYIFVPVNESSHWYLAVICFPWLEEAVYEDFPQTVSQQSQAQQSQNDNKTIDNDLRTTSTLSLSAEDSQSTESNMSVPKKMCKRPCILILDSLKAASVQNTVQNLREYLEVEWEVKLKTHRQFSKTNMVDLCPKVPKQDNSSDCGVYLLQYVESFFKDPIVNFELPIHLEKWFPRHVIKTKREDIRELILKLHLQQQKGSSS
# SENP6 block: blocks the human protease SENP6 | Q9GZR1 | Recombinant SENP6 catalytic domain, aminoluciferin luminescence | inhibition, % at 10 µM | actives 1.8% (n = 330,000);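 active means inhibition above about 50% at the single tested dose, limit read from the data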;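 further: plate controls were DMSO wells with enzyme for no effect and DMSO wells lacking enzyme for full effect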
# PfG6PD inh: PfG6PD (Plasmodium falciparum) enzyme inhibition | PfGluPho enzyme, NADPH resazurin-diaphorase fluorescence | actives 0.78% (n = 350,000) | inhibition, % at 20 µM;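 active means inhibition reaching at least a set limit at 20 µM in the primary screen, cut at about 59% in these data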;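 further: 0% = DMSO wells with substrate and 100% = DMSO wells lacking glucose-6-phosphate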
# ATG4B inhibitor: blocks human ATG4B protease cleavage of LC3 substrate | Q9Y4P1 | ATG4B cleavage of LC3-PLA2, NBD-HPC fluorescence, 1 h | inhibition, % at 8.33 µM | actives 0.51% (n = 340,000) | AID 504462; in the data active means inhibition above about 40%
# Target sequence (Q9Y4P1 whole entry, looked up): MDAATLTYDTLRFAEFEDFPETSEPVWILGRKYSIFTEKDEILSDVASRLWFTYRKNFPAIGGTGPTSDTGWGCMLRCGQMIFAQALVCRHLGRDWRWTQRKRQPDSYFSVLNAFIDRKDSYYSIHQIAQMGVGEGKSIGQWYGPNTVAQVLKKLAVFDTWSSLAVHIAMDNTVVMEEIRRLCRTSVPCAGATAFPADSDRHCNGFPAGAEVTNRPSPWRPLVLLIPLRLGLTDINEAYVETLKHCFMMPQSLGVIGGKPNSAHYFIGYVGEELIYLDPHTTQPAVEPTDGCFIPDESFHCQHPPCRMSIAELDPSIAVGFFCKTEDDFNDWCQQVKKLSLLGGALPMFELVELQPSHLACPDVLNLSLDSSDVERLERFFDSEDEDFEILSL
# SENP8 block: SENP8 (human) protease inhibition; Q96LD8; recombinant SENP8, Nedd8 substrate fluorescence; inhibition, % at 20 µM; actives 0.64% (n = 360,000); in the data active means inhibition mostly above about 40%, no sharp cut-off; inactive means mostly below about 27%
# Target sequence (Q96LD8 whole entry, looked up): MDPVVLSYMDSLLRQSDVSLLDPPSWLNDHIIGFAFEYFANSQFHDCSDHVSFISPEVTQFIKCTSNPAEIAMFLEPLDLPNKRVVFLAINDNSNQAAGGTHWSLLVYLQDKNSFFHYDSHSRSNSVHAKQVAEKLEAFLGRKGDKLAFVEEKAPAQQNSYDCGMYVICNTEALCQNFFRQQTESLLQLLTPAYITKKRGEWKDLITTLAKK
# GRIN3A LBD mod: modulators (binders) of human NR3A ligand-binding domain; actives 2.5% (n = 340,000); Tm shift relative to glycine control, % at 25 µM; NR3A LBD differential scanning fluorimetry, Tm shift; 0% = protein alone, 100% = glycine-bound protein; AID 1259313;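 active means melting temperature shift of at least 10% of the positive control shift, at one fixed dose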
# HKDC1 inhibitor: inhibitors of human hexokinase HKDC1. inhibition, % at 20 µM. actives 0.16% (n = 340,000). Q2TB90. recombinant HKDC1, G6PDH/diaphorase resazurin coupled fluorescence;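 active means inhibition above about 35% when tested at 20 µM, limit read from the data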;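 further: plate controls were DMSO wells with enzyme for no effect and DMSO wells lacking enzyme for full effect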
#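 Assay system – recombinant HKDC1 (HK5) hexokinase enzyme, produced in-house · Input – HKDC1 at 5 µg/mL · Reagent – glucose plus 1 mM ATP as hexokinase substrates · Timing – 90 min reaction incubation at room temperature, dark · Measured by – G6PDH/diaphorase-coupled fluorescence, 1 mM NADP, 100 µM resazurin, 525/613 nm · Benchmarks – DMSO-enzyme wells negative, buffer-substituted wells positive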
# MPTP block: blocks calcium-induced mitochondrial swelling. isolated mouse mitochondria, Ca2+ swelling absorbance, 30 min. actives 1.4% (n = 360,000). inhibition, % at 10 µM;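 active means inhibition of 50% or more, scaled per plate between neutral and stimulator controls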;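 further: 0% = DMSO wells given calcium and 100% = 1 mM EGTA wells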
# Numbers without * were called inactive; . = no result given. These rows are one share of the data; rates above refer to the full screens.
SMILES,SENP7 inh,SENP6 block,PfG6PD inh,ATG4B inhibitor,SENP8 block,GRIN3A LBD mod,HKDC1 inhibitor,MPTP block
CCOC(=O)C1SC2(C(F)F)CC1(O)c1c(c(OC)c3occc3c1OC)O2 (stereo not drawn),-5,-6,-22,0,5,4,-5,-0.3
COc1ccc(-n2c(C)nc3cc(C(=O)N4CCC5(CC4)OCCO5)ccc32)cc1,12,-10,-16,-7,6,-7,3,-0.8
CC1CN(C)C(C)(C)CC1(O)c1ccccc1 (stereo not drawn),12,-15,-8,6,6,0,-10,1.7
O=C(NC(C(Cl)Cl)N1CCOCC1)c1ccccc1 (stereo not drawn),-4,1,-4,-16,5,2,-8,2.1
CCS(=O)(=O)NCc1nnc2n1-c1ccc(Br)cc1C(c1ccccc1Cl)=NC2,-1,-4,-4,-2,8,-1,-5,2.1
O=c1[nH]c(CN2CCNCC2)nc2ccccc12,-11,-15,-11,-6,-37,1,-4,-6.4
CCCCN=C[C@]12CCC(O)CC1(O)CCC1[C@@H]2CC[C@]2(C)[C@H](C3C=CC(=O)O3)CCC12O (stereo partly drawn),0,3,-10,-7,14,-1,-1,0.3
CN1CCN2c3ccccc3CC3(C(=O)N(C)C(=O)N(C)C3=O)C2C1 (stereo not drawn),-5,-4,6,3,6,0,-9,-2.5
CCCCn1c(O)c(C(C)=Nc2c(C)n(C)n(-c3ccccc3)c2=O)c(=O)[nH]c1=O,3,-12,-3,-1,4,1,-4,-1.6
O=C(CN1CCN(CCO)CC1)Nc1ccc(Cl)cc1C(=O)c1ccccc1,11,-5,-10,-14,14,-11,-10,-0.4
COc1ccc(C2=NCC(=O)N(CC(=O)NCc3ccco3)c3sc4c(c32)CCCC4)cc1OC,-6,-16,-9,-7,18,0,0,-1.4
OCc1cnc[nH]1,-6,1,-7,-1,11,-1,-7,-0.8
Cc1cc(/C=C2\C(=O)NC(=O)N(c3ccc(F)cc3)C2=O)c(C)n1-c1cccc(C(=O)O)c1,3,2,18,3,-1,0,10,-0.8
Cn1c(O)c(C2=NNC(c3ccc(Cl)cc3)C2)c(=O)n(C)c1=O (stereo not drawn),2,-17,28,-5,15,-3,-1,16
CCn1cc(C=C2C(=O)NC(=O)NC2=O)c2ccccc21,-1,-7,-9,-1,3,.,10,0.1
COCc1cc(OC(=O)N(C)C)nc2c1c(C)nn2C,9,-10,-14,2,-67,1,3,2.3
COc1ccc(CN2Cc3cnnn3-c3ccccc3C2C#N)cc1 (stereo not drawn),.,.,21,-6,-3,-1,6,0.3
Cc1nnc2ccc(N3CCN(C)CC3)nn12,.,.,-20,-4,6,-1,0,-3.6
CN1C2CCC1/C(=C/c1ccccn1)C(=O)/C2=C\c1ccccn1,.,.,26,7,6,1,-8,-1.4
CC(=Nc1ccccc1N)c1c(O)n(C)c(=O)n(C)c1=O,-2,14,5,-2,1,-3,-4,0.2
Cc1ccc(-n2c(O)c(C=NCc3ccccn3)c(=O)[nH]c2=S)cc1,-5,-4,-3,-5,10,1,2,-0.2
CC1(O)C[C@]2(C)N(O)C3CCCC[C@@H]3N2O1 (stereo partly drawn),0,0,-9,-8,14,-1,-10,-1.1
COC(=O)C1=C(c2ccc(C(C)=O)cc2)C[C@@H]2CC[C@H]1N2C(=O)NCc1ccco1,6,-8,5,-10,13,0,3,0.5
CC1(C(O)(C#CCN2CCCCC2)c2ccccc2)CCCC1 (stereo not drawn),-9,-38,-2,5,8,0,-4,-2.4
COc1ccc(NC(=O)c2cn(CCC#N)nc2-c2ccc([N+](=O)[O-])cc2)cc1,-3,24,5,-4,-18,-6,-4,1.5
# The results go on:
SMILES,SENP7 inh,SENP6 block,PfG6PD inh,ATG4B inhibitor,SENP8 block,GRIN3A LBD mod,HKDC1 inhibitor,MPTP block
CCC1CCCCN1CC(=O)c1ccc(OC(F)F)cc1 (stereo not drawn),-2,-11,8,4,6,2,-9,0.2
CCC1CO/C(=C(\C(Cl)=C(Cl)Cl)[N+](=O)[O-])N1Cc1ccc(Cl)nc1 (stereo not drawn),0,-12,2,-5,9,0,-1,0.5
CS(=O)(=O)NCc1nnc2n1-c1ccc(Cl)cc1C(c1ccccc1)=NC2,7,0,-9,-14,8,-3,7,-2.7
COc1ccc([N+](=O)[O-])cc1N=Cc1c(O)n(CCc2ccccc2)c(=O)n(C(C)C)c1=O,11,0,10,-2,-12,-3,-6,4.3
CCOC(=O)C(=CNc1ccc(C(O)(C(=O)OCC)C(F)(F)F)cc1C)C(=O)OCC (stereo not drawn),4,3,30,-9,-11,-3,1,4.5
COc1ccc(CCN)cc1O,-5,-22,4,3,0,1,-4,-1.9
Cc1cc(C(=O)OCC(=O)Nc2ccc(F)cc2)c(C)n1C1CC1,3,3,7,-13,10,-1,-2,0.8
Clc1cccc(N2CCNCC2)c1,8,4,1,2,10,0,-7,0.9
CN1C(=O)N(C)C(=O)C2(Cc3cc([N+](=O)[O-])ccc3N(C)C2c2ccccc2)C1=O (stereo not drawn),1,-3,9,-4,27,-6,-9,0.3
COCCCN=Cc1c(O)[nH]c(=S)[nH]c1=O,-4,3,-16,0,14,-3,0,-1.1
CN(C)C(=O)Oc1ccc2c(c1)O/C(=C\c1cccc(Cl)c1)C2=O,-3,-27,4,-2,-4,-17,6,0.8
NC(=O)CN1C2CCC1CC(NC(=O)C1CC1)C2 (stereo not drawn),0,-5,-2,-4,11,0,-2,0.7
Cc1cc(C)nc(NC2=NCCS2)n1,3,-1,-10,-7,20,-1,3,-6.8
O=C(CCN1C(=O)COc2ccccc21)N1CCC2(CC1)OCCO2,-4,3,1,-8,10,-7,0,-0.5
O=C(c1ccc(-c2ccccc2)c(F)c1)C1CCCN(CCO)C1 (stereo not drawn),-6,-5,-1,22,6,-3,-4,22
CC12C=CC(=O)C=C1CCC1C2C(=O)CC2(C)C(=O)CCC12 (stereo not drawn),.,.,5,-3,0,0,-2,-1.3
O=C(CF)NC(NC(=S)Nc1cccc([N+](=O)[O-])c1)C(Cl)(Cl)Cl (stereo not drawn),7,-9,-5,-19,14,-1,-5,79*
COC(=O)C(O)(c1ccc(N(C)C(=O)OC(C)C)cc1)C(F)(F)F (stereo not drawn),0,2,-11,3,7,1,5,0.9
COc1cccc(C2(O)CCN(CC(=O)Nc3nc(C)cs3)CC2)c1,5,23,-8,1,13,0,-9,2.6
CCSc1nnc([C@@H](N)Cc2ccccc2)o1,-6,-22,-8,-4,9,0,-5,1.0
COc1ccc(CC2C(=O)NC(=O)N(c3ccccc3)C2=O)c(OC)c1 (stereo not drawn),-9,-1,14,-3,9,-1,3,-0.5
O=[N+]([O-])[N-][n+]1cnn(Cc2ccccc2)c1,-7,-30,-9,-3,2,1,2,-1.6
N#Cc1ccc(NC(=O)CN2CCCC2)cc1Cl,3,-8,-6,-8,1,-2,-6,-0.5
O=C(Cc1ccccc1)N1CCN(Cc2cccnc2)CC1,-3,-15,0,-14,12,-1,-4,0.0
C=CCn1c(O)c(C(C)=Nc2cccc(C(=O)O)c2)c(=O)[nH]c1=O,5,-8,15,26,3,1,-5,0.1

# 4 records picked at random from the list so far:
SMILES,SENP7 inh,SENP6 block,PfG6PD inh,ATG4B inhibitor,SENP8 block,GRIN3A LBD mod,HKDC1 inhibitor,MPTP block
O=C(c1ccc(-c2ccccc2)c(F)c1)C1CCCN(CCO)C1 (stereo not drawn),-6,-5,-1,22,6,-3,-4,22
COC(=O)C(O)(c1ccc(N(C)C(=O)OC(C)C)cc1)C(F)(F)F (stereo not drawn),0,2,-11,3,7,1,5,0.9
COc1ccc(CC2C(=O)NC(=O)N(c3ccccc3)C2=O)c(OC)c1 (stereo not drawn),-9,-1,14,-3,9,-1,3,-0.5
Cc1cc(C(=O)OCC(=O)Nc2ccc(F)cc2)c(C)n1C1CC1,3,3,7,-13,10,-1,-2,0.8

# Carrying on.
SMILES,SENP7 inh,SENP6 block,PfG6PD inh,ATG4B inhibitor,SENP8 block,GRIN3A LBD mod,HKDC1 inhibitor,MPTP block
Cc1nn(Cc2ccccc2)c(C)c1C(=O)NCc1ccccc1,-6,6,-3,-7,2,-2,-5,0.9
O=C(COC(=O)c1cccc(O)c1)Nc1ccc(Cl)cc1C(=O)c1ccccc1,0,-9,-8,-3,4,9,-2,3.4
C[C@]12CCC3[C@@H](CC[C@@H]4C[C@H](O)CC[C@]34C)[C@@H]1CCC2=O (stereo partly drawn),2,-4,9,-4,10,-1,-2,1.0
CCCC(C)n1[nH]c(=O)c2c1NC(=O)CSC2c1ccc(OC)cc1 (stereo not drawn),-6,-19,7,-2,12,-1,-1,-1.2
COC(=O)C1=C(c2ccc(-c3ccccc3)c(F)c2)C[C@@H]2CC[C@H]1N2C(=O)NCc1cccc2ccccc12,6,-3,4,7,14,0,2,2.3
COc1ccc(CCNCc2cccc(C(F)(F)F)c2)cc1OC,-3,15,1,-5,7,-2,1,2.8
COC(=O)C1=C(C(=O)OC)SC2(S1)C(C(=O)OC)=C(C(=O)OC)Sc1c2ssc1=O,.,.,86*,2,43*,25*,-109,-3.0
CN(c1ccc(OCC(=O)N2CCN(C/C=C/c3ccccc3)CC2)cc1)S(=O)(=O)c1cccs1,3,6,3,-15,2,1,6,11
c1ccc2c(c1)Nc1ccccc1S2,-7,7,34,1,-25,-6,2,1.1
C[C@]12CCC3C(CC[C@@H]4C[C@@H](O)CC[C@]34C)C1CC[C@@H]2O (stereo partly drawn),.,.,-13,0,18,-1,2,-1.2
CCCCn1c(O)c(C=NCCN2CCCCC2)c(=O)[nH]c1=O,3,9,-9,5,27,0,-3,1.5
Cc1cc(Cl)ccc1OCCCC(=O)NCc1cccs1,10,7,-5,-6,18,0,3,3.5
CN1CCN(c2ccc(F)cc2N)CC1,7,10,1,-2,5,0,-6,-0.5
CC(C)CC12CN3CCN(CC(C3)/C1=N/O)C2,2,0,7,-7,10,2,-4,0.7
COCCn1cc(C(=O)N2CCC3(CC2)OCCO3)c2c3ccccc3n(C)c2c1=O,10,-9,-9,-8,-280,0,13,-1.2
Cc1ccc(CN2CCC3CCC(C3)C2)c(O)c1 (stereo not drawn),.,.,0,-14,7,-1,-8,-2.0
O=C(Cn1nc(-c2ccc(Cl)cc2)ccc1=O)N1CCC2(CC1)OCCO2,-3,12,3,-5,-3,-7,-6,0.5
CCCCCCC(=O)c1c(O)n(-c2ccc(OC)cc2)c(=O)[nH]c1=O (tested in a mixture with another compound),-6,-9,-14,-7,23,3,-2,1.6
Cc1cccc(C(O)(C(=O)NNC(=O)CN2CCN(C)CC2)c2cccc(C)c2)c1,-3,-23,-7,-10,15,-9,-10,-2.6
C=CCn1c(O)c(C=NCCN2CCOCC2)c(=O)[nH]c1=S,8,-8,5,-4,26,-1,-3,-0.6
COc1ccc(C(=O)C2CCCN(Cc3ccc(F)cc3F)C2)cc1F (stereo not drawn),-1,19,17,5,2,-3,-4,0.4
CN1CCN(c2nc([N+](=O)[O-])nn2C)CC1,3,4,19,-8,22,-1,-3,-0.4
CCC(C)/C=C(C)/C=C/C1=CC2=C(Cl)C(=O)C(C)(OC(C)=O)C(=O)C2=CO1 (stereo not drawn),15,31,-32,4,11,1,20,1.7
CNS(=O)(=O)c1ccc(N=Cc2c(O)n(-c3cccc(C)c3)c(=O)[nH]c2=O)cc1,1,1,6,-3,-80,-3,-5,-0.1
C[C@]12CC[C@H]3C(CCC4(O)CC(O)CC[C@]34C=O)C1=CC[C@H]2c1ccc(=O)oc1 (stereo partly drawn),-2,-16,-16,-8,3,-1,4,-0.4
Cc1ccc2c(c1)CC1(CN2C)C(=O)NC(=O)N(c2ccccc2C)C1=O (stereo not drawn),-5,-22,-9,-10,2,1,5,0.2
CCOC(=O)c1c(NC(=O)C(c2ccccc2)c2ccccc2)sc2c1C1CCN2CC1,0,-3,21,-4,-1,0,4,-0.1

# 3 compounds from above, showing only HKDC1 inhibitor, SENP6 block and PfG6PD inh.
Compound | HKDC1 inhibitor | SENP6 block | PfG6PD inh
Cc1cc(C(=O)OCC(=O)Nc2ccc(F)cc2)c(C)n1C1CC1 | -2 | 3 | 7
Clc1cccc(N2CCNCC2)c1 | -7 | 4 | 1
CN1C(=O)N(C)C(=O)C2(Cc3cc([N+](=O)[O-])ccc3N(C)C2c2ccccc2)C1=O (stereo not drawn) | -9 | -3 | 9
